# MCL1 BIM primary = disrupts human MCL1 binding to BIM-BH3 peptide; GST-MCL1 / FITC-Bim-BH3 fluorescence polarization; inhibition, % at 10.9 µM; AID 2057; Q07820; 320,000 compounds, 0.68% hits;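 active = inhibition above the mean inhibition of all tested compounds plus 3 SD, set per campaign, cut at about 40% in these data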;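 note: 0% = DMSO wells and 100% = unlabeled Bim-BH3 peptide control; higher means more loss of mP so more displacement of Bim peptide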
# Target sequence (Q07820 whole entry, looked up): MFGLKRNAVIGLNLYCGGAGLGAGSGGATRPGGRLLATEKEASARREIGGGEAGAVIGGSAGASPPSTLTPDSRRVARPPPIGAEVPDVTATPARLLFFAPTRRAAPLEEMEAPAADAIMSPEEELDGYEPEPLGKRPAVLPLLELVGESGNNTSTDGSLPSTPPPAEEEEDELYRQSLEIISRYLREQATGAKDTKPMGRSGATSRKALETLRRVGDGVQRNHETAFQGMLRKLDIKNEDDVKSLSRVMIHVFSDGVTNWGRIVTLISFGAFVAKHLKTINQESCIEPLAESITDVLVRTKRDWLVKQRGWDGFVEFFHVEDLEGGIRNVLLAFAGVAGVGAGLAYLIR
# Fam108B counter = blocks mouse Fam108B hydrolase in RBBP9 counter-screen | recombinant Fam108B, FP-Rh probe fluorescence polarization | inhibition, % at 9.51 µM | 300,000 compounds, 0.33% hits | AID 1947;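 active = inhibition above the screen mean inhibition plus 3 SD, computed separately per campaign, cut at about 18% in these data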;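 note: inhibitors lower polarization as less probe binds the enzyme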
# MEX-5 binding = C. elegans MEX-5 TCR-2 RNA binding activity; Q9XUB2; MEX-5/FITC-TCR2 RNA binding, fluorescence polarization; stronger effect = lower value; activity score (negative = inhibition of binding), % at 10 µM; 300,000 compounds, 0.38% hits;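 active = inhibition past about -25% in most replicates, and total fluorescence under double the plate's negative control median, limit read from the data; inconclusive = replicates evenly split on the limit, or fluorescence at least double controls; inactive = too little inhibition in most replicates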;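 note: 0% = DMSO and -100% = 5 µM competing unlabeled TCR2 RNA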
# EBNA-1 inh = blocks EBNA-1 binding to DNA; EBNA-1 DNA binding, fluorescence polarization; AID 1950; inhibition, % at 14.8 µM; 300,000 compounds, 0.34% hits; in the data active = inhibition above about 28%
# GLD-1 RNA inh = GLD-1-TGE RNA interaction inhibition (C. elegans); 320,000 compounds, 0.44% hits; Q17339; inhibition, % at 5.96 µM; purified GLD-1 + fluorescein TGE RNA, fluorescence polarization;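 active = percent inhibition above a per-plate cutoff, the plate mean of test compounds plus 3 SD, cut at about 30% in these data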;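 note: 0% = DMSO wells with GLD-1 and probe and 100% = wells lacking GLD-1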
# Target sequence (Q17339 whole entry, looked up): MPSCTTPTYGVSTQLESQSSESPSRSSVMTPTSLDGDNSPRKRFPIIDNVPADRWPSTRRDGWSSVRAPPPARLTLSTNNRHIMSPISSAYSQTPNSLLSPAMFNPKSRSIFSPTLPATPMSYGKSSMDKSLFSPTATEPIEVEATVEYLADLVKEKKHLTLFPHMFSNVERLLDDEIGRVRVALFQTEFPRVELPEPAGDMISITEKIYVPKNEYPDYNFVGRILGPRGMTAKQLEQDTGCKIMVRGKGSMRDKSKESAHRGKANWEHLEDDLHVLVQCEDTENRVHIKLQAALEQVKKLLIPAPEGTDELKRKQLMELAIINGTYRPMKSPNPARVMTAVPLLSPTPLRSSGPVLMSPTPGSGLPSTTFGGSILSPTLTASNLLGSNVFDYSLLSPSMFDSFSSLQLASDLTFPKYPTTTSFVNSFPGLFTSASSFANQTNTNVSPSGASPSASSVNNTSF
# Bcl-xL primary = blocks human Bcl-xL binding to Bim BH3 peptide; inhibition, % at 10.9 µM; Q07817; GST-Bcl-xL / FITC-Bim BH3 peptide fluorescence polarization; 320,000 compounds, 0.7% hits;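 active = inhibition above the mean of all tested compounds plus 3 SD, cutoff set per campaign, cut at about 30% in these data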;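 note: 0% = DMSO wells and 100% = unlabeled Bim-BH3 peptide competitor; inhibitors lower millipolarization by displacing the labeled peptide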
# Target sequence (Q07817 whole entry, looked up): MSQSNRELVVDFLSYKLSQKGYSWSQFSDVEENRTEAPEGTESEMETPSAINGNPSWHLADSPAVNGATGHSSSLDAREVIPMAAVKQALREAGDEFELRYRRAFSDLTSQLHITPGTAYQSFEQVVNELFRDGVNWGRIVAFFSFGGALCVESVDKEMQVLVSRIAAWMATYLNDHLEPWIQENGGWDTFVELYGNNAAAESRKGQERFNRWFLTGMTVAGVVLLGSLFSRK
# ZTA DNA inh = blocks Epstein-Barr virus ZTA, an EBNA-1 counter-screen | inhibition, % at 11 µM | P03206 | ZTA-DNA binding, fluorescence polarization | 320,000 compounds, 0.15% hits; in the data active = inhibition above about 33%
# Efflux pump inh = inhibitors of Candida antifungal efflux pumps expressed in yeast. S. cerevisiae Candida pump triplex, Nile Red efflux. inhibition, % at 10 µM. 330,000 compounds, 0.44% hits;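 active = plate passing quality check with inhibition over a set limit, or well fluorescence over plate mean plus 4 SD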;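 note: Nile Red retained in pooled yeast measured as flow cytometry median fluorescence; 0% = buffer negative control and 100% = Enniatin B positive control; higher means more Nile Red kept so more efflux inhibition; some compounds called inactive have numbers as strong as hits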
# CR mimetic SO = caloric restriction mimetics inhibiting age-related superoxide in yeast; S. cerevisiae aged cells, superoxide DHE fluorescence; stronger effect = lower value; superoxide response (% of plate mean), % at 10 µM; 330,000 compounds, 0.18% hits; AID 2690;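 active = superoxide response under a set limit, about three screen SD below normal, cut at about 65% in these data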;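 note: yeast aged for seven days with compound at 30 °C before DHE staining; 100% = average MFI of all compound-treated wells on the plate with controls excluded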
# * hit, by the source's call; u = inconclusive; x = not tested or not shown.
SMILES,Fam108B counter,ZTA DNA inh,GLD-1 RNA inh,MEX-5 binding,EBNA-1 inh,Bcl-xL primary,MCL1 BIM primary,Efflux pump inh,CR mimetic SO
O=C(NC(=S)NNC(=O)c1cnccn1)c1ccc(Cl)cc1,13,4,2,-2.4,5,3,6,-0.1,53*
Cc1nnc(NC(=O)c2nn(CC(C)C)c(=O)c3ccccc23)s1,-3,-7,1,-0.1,7,6,5,-0.1,81
CCc1cccc(CC)c1NC(=O)CN1CCN(S(=O)(=O)c2ccccc2)CC1,3,-6,0,0.5,3,3,-6,0.3,125
CC1=C(C(=O)OC(C)C)C(c2cccc([N+](=O)[O-])c2)n2c(cc(=O)[nH]c2=S)N1 (stereo not drawn),11,4,-16,-2.5,-8,7,13,0.2,75
S=c1[nH]nc(-c2cccnc2)n1/N=C/c1cccs1,5,-6,-2,0.3,-5,-34,-20,0.1,89
CCC(=O)Nc1cc(C(=O)O)ccc1Sc1ccccc1,0,10,-2,1.2,5,6,1,0.0,103
CCn1cnc2c1c(=O)n(CC(=O)Nc1ccc(C(N)=O)cc1)c(=O)n2Cc1ccccc1,-2,-12,2,2.0,-5,-14,-5,0.0,76
O=C(N/N=C/c1cccc(O)c1)c1ccc(COc2cccc3cccnc23)cc1,-19,7,3,-3.8,15,1,4,0.1,96
CCc1[nH]c(=O)c(C#N)c2c1CSC(C)(C)C2,2,5,16,-4.9,-2,14,8,-0.2,101
CCOC(=O)N1CCC(NC(=O)c2ccc(CS(=O)(=O)c3ccc(OC)cc3)o2)CC1,-4,1,5,0.1,0,7,4,-0.2,102
COCC1CCN(Cc2cn[nH]c2-c2cc3ccccc3o2)C1 (stereo not drawn),1,10,-7,1.4,-11,1,2,0.1,114
CC(=O)Nc1ccccc1C(=O)C(=O)Nc1ccc(C(=O)NCC2CCCO2)cc1 (stereo not drawn),6,3,4,-0.3,5,4,3,-0.1,88
COc1ccc(N2CCN(C(=O)CN(c3cccc(OC)c3)S(=O)(=O)c3ccccc3)CC2)cc1,-2,-8,0,1.2,2,8,8,-4.0,110
O=C(CS(=O)(=O)c1ccccc1)NCc1ccco1,2,-7,3,x,-4,6,4,0.1,97
CSCCC(NC(=O)c1cncc(Br)c1)C(=O)O (stereo not drawn),-1,2,-3,0.0,-5,3,4,0.3,117

# The results go on:
SMILES,Fam108B counter,ZTA DNA inh,GLD-1 RNA inh,MEX-5 binding,EBNA-1 inh,Bcl-xL primary,MCL1 BIM primary,Efflux pump inh,CR mimetic SO
CN(CCC#N)C(=O)COC(=O)c1ccccc1C(=O)c1ccc(Cl)c([N+](=O)[O-])c1,6,0,1,0.4,-8,2,-1,-0.1,105
c1ccc(-c2onc(-c3ccco3)c2-c2ccc3[nH]ccc3c2)cc1,-10,-5,-1,-0.4,0,8,8,-0.1,110
CCOC(=O)C1CCCN(C(=O)c2cc(-c3ccccc3)on2)C1 (stereo not drawn),-3,3,0,-3.6,11,2,2,0.0,101
O=C(NC(=O)N1CCCCCC1)c1ccccc1,-3,0,-4,3.1,-6,-3,-6,0.1,100
COc1ccc(N2C(=O)CCC(C(=O)O)C2c2ccc(OC)c(OC)c2)cc1 (stereo not drawn),0,-12,-5,0.6,8,6,7,0.0,105
Cc1cc(CNC(=O)C2(C(F)(F)F)CC(CCCO)CCCO2)nn1C (stereo not drawn),-1,1,-1,2.0,18,5,5,x,x
CCOc1cc(/C=C(/C#N)c2ccc(F)cc2)ccc1OCc1ccc(C(=O)O)o1,-2,-1,0,0.0,-13,6,0,0.0,103
Cc1cc(C)cc(NC(=O)C2(c3ccccc3)CC2(Cl)Cl)c1 (stereo not drawn),-13,-8,3,0.7,1,0,4,0.1,107
CCCN(CCC)S(=O)(=O)c1ccc(N2CCCC2=O)c([N+](=O)[O-])c1,0,5,2,-0.6,-3,0,0,0.6,90
CCCn1c(SCC(=O)/C(C#N)=C(\C)N)n[nH]c1=O,6,-2,1,-3.3,13,-2,8,-0.1,88
O=C(NCCSC1CCCCC1)c1ccccc1,0,-6,0,0.5,-3,9,8,-0.1,110
COc1ccccc1OCC(=O)N1CCNC1=O,-1,8,4,-1.6,6,-6,-10,0.1,94
CC1CN(CN2C(=O)c3ccccc3C2=O)CC(C)O1 (stereo not drawn),2,-7,-4,1.0,5,-5,-2,-0.2,84
O=C(O)c1ccc(NC(CSCc2cccc(F)c2)C(=O)O)c([N+](=O)[O-])c1 (stereo not drawn),-1,2,4,2.0,13,-2,1,0.0,103
CCN(CC)CCNC(=S)Nc1ccc2nc3n(c(=O)c2c1)CCCCC3,1,-14,2,1.3,-9,3,5,0.2,104

# Carrying on:
SMILES,Fam108B counter,ZTA DNA inh,GLD-1 RNA inh,MEX-5 binding,EBNA-1 inh,Bcl-xL primary,MCL1 BIM primary,Efflux pump inh,CR mimetic SO
CC(C)C(=O)NC(=S)Nc1ccc(S(=O)(=O)N2CCN(C)CC2)cc1,6,2,4,-1.2,-2,3,2,-0.1,95
CCCN(CC1CC1)C(=O)CCc1nnc(C(OC)c2ccccc2)o1 (stereo not drawn),1,3,3,1.2,4,4,1,0.0,99
CC(c1ccccc1)n1c(Cn2ncc3ccccc3c2=O)n[nH]c1=S (stereo not drawn),4,9,4,1.9,-12,4,0,-0.1,108
O=[N+]([O-])c1ccc2[nH]c(O)c(N=Nc3ccc(F)cc3)c2c1,-1,-6,29,-4.6,-20,2,-3,0.1,114
COc1ccc(OC(=O)COc2ccc(Cl)cc2)cc1,2,2,4,0.7,4,2,-7,0.0,98
Cc1ccc(C(=O)OCC(=O)N2C(C)CCCC2C)s1 (stereo not drawn),x,7,1,x,x,-1,-7,0.0,107
COc1cc(/C=N/NC(N)=O)cc([N+](=O)[O-])c1O,11,-1,1,-5.3,5,8,24,-0.1,122
CS(=O)(=O)N1CCN(c2ccccc2NC(=S)NC(=O)c2ccco2)CC1,-4,1,5,-1.8,9,2,-3,-1.0,91
COc1cc(OC)c(OC)cc1CCC(C)NCCC(c1ccccc1)c1ccccc1 (stereo not drawn),0,-7,15,1.2,-3,10,15,0.4,110
Nc1nn(-c2ccccc2Cl)cc1-c1nn[nH]n1,3,-6,-6,0.1,6,3,3,0.0,85
Cc1cc(C)n(-c2c(F)c(F)c(CN3CCOCC3)c(F)c2F)n1,-2,-6,0,-0.4,4,2,-9,0.0,111
O=C(COc1ccc(Br)cc1)NCCCNC(=O)c1ccncc1,4,1,0,1.6,-11,3,3,0.1,103
Cc1cc(N2CCN(C)CC2)nc(=S)[nH]1,-2,7,-1,0.8,-4,5,1,0.1,104
Cn1c(Sc2ccc(C(=O)O)cc2[N+](=O)[O-])nnc1-c1ccccc1,0,5,0,0.9,0,0,1,-0.2,96
Cc1cc(OCC(=O)N2CCc3ccccc3C2)c2c(-c3ccccc3)cc(=O)oc2c1,-5,7,-1,1.4,-7,-2,-5,-0.1,131

# (next part)
SMILES,Fam108B counter,ZTA DNA inh,GLD-1 RNA inh,MEX-5 binding,EBNA-1 inh,Bcl-xL primary,MCL1 BIM primary,Efflux pump inh,CR mimetic SO
COC(=O)c1ccc(C2/C(=C(\O)c3ccc4c(c3)OCCO4)C(=O)C(=O)N2CCCN(C)C)cc1 (stereo not drawn),0,-8,21,-1.4,-2,2,1,0.0,100
Cc1ccc(N(C(=O)c2csnn2)C(C(=O)NC2CCCC2)c2cccnc2)c(C)c1 (stereo not drawn),1,3,4,0.2,-5,2,1,0.1,103
Cc1ccc(CNC(=O)c2ccccc2NC(=O)CN2CCN(C)CC2)cc1,1,-21,5,-2.8,-4,-4,-8,0.0,86
Cc1ccc(C(=O)NC2CC2)cc1S(=O)(=O)N1CCOCC1,x,-3,4,x,x,4,7,0.0,99
Cc1nccnc1Sc1ccccc1,0,-4,0,-0.2,-8,2,-2,0.5,121
CNC1=C(N(C(C)=O)c2ccc(Br)cc2)C(=O)c2ccccc2C1=O,10,-14,6,-1.4,-5,4,2,-0.1,138
CN(Cc1cccnc1)C(=O)c1cc(COc2ccc3ncccc3c2)on1,1,-8,0,-0.9,6,4,0,0.0,101
O=C(CN1C(=O)S/C(=C\c2cccs2)C1=O)Nc1ccc(C(=O)O)c(O)c1,-3,-5,-4,-0.5,-10,7,8,0.0,109
O=C(O)CCC(=O)N1CCc2cc(S(=O)(=O)NC3CCCc4ccccc43)ccc21 (stereo not drawn),6,3,-1,3.4,1,4,7,0.0,88
COC(=O)c1ccccc1NC(=O)c1cncc(Br)c1,8,-4,0,3.6,2,3,0,-0.1,93
Cc1ccc(C)c(OCCn2cc(/C=C(\C#N)C(=O)NCC3CCCO3)c3ccccc32)c1 (stereo not drawn),-12,0,-2,3.1,6,-2,-8,0.3,89
COc1cccc(S(=O)(=O)Nc2cccnc2)c1,0,-3,4,-1.6,2,-5,-8,0.2,110
COc1ccc(/C=C(/NC(=O)c2ccccc2)C(=O)N/N=C/c2ccncc2)cc1,-1,-7,3,1.4,0,5,8,-0.2,87
N=c1n(CCO)c2ccccc2n1CCN1CCCCC1,-3,-5,5,x,-11,-1,0,0.2,95
COc1cc(O)c(C(CCN2CCCCC2)c2ccc3c(c2)OCO3)c(OC)c1 (stereo not drawn),2,2,3,-2.5,9,4,1,x,x

# The list continues:
SMILES,Fam108B counter,ZTA DNA inh,GLD-1 RNA inh,MEX-5 binding,EBNA-1 inh,Bcl-xL primary,MCL1 BIM primary,Efflux pump inh,CR mimetic SO
CCCCN1C(=O)/C(=C2/Sc3ccc(Cl)cc3N2CC)SC1=S,3,12,4,u,12,4,2,0.0,101
COc1ccccc1CC(=O)NCc1nn(-c2ccccc2)nc1C,-4,0,0,4.4,-4,-2,-4,0.0,83
COc1ccccc1CNC(=O)COc1ccc(S(=O)(=O)N2CCCC2)cc1,0,-1,-1,-1.9,1,4,4,0.0,94
O=C(OCc1nc2ccccc2s1)c1ccc(Br)s1,0,-4,0,1.9,-3,1,-1,-0.2,95
CCCCCn1c(=O)[nH]c2cc(C(=O)N3CCN(c4ccccc4F)CC3)ccc2c1=O,-8,-20,-4,-2.6,-3,3,-2,0.2,106
Cc1nnc2c3ccccc3c(-c3ccccc3)nn12,1,14,-2,-4.1,16,6,4,0.1,95
Cc1nnc(NC(=O)CSc2nccn2C)s1,-1,-3,4,0.8,-3,-1,6,0.0,104
N#CCn1cnc2c(oc3ccccc32)c1=O,-1,1,0,-1.5,0,4,5,-0.2,95
CCN1/C(=C/c2cc[n+](C)cc2)C=Cc2cc(C)ccc21,-6,5,-148,x,2,-31,-35,1.7,122
Cc1ccc(-n2nnnc2-c2cccs2)cc1[N+](=O)[O-],0,-2,3,0.7,0,0,2,0.0,103
CC(=O)NC1=NN(C(C)=O)C(C)(c2ccccn2)S1 (stereo not drawn),1,4,11,-0.2,-21,13,16,-0.1,93
CC(=O)C1=C(O)C(=O)N(c2ccc(O)cc2)C1c1cccc([N+](=O)[O-])c1 (stereo not drawn),1,21,-3,-0.4,-6,6,4,0.0,104
Clc1ccc(C2=CSC3=NCCN23)cc1Cl,-8,-1,2,-3.9,-1,4,8,-0.3,114
O=C(COc1ccc(Br)cc1Br)NC(=S)N1CCCc2ccccc21,5,42*,-4,-3.2,9,9,9,-0.1,95
CC(=O)Nc1ccc(NC(=O)COC(=O)/C=C/c2ccc3c(c2)OCO3)cc1,x,-2,5,x,x,-7,-15,0.0,86
COc1ccc(C(=O)Nc2ccccc2C(=O)NC(Cc2ccc(O)cc2)C(=O)NNC(=O)c2ccccc2Cl)cc1 (stereo not drawn),-20,-12,2,2.4,3,3,2,0.8,96

# Assay outcomes from PubChem BioAssay.

# Rows were taken by chance. Share with any hit: about 2.3%.
